NOD2 RIPK2 PPI = inhibitors of human NOD2-RIPK2 interaction. actives 0.38% (n = 360,000). O43353. inhibition, % at 4.98 µM. CHO BLA complementation NOD2-RIPK2, CCF4 ratio. AID 624267; in the data active = inhibition above about 21%;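 also: 0% = vehicle only and 100% = reference blocker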
MC4R ag barr = agonists of human melanocortin 4 receptor (MC4R) beta-arrestin. P32245. U2OS MC4R beta-arrestin complementation, luminescence; percent of melanotan II response, DMSO zero. activation, % at 8.9 µM. actives 0.98% (n = 360,000). AID 540308;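 active = activation above a per-plate cutoff, the mean activation of sample wells on that plate plus 3 SD, cut at about 8% in these data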
ABCB6 inh MLPCN = human ABCB6 transporter inhibition. Q9NP58. K562-ABCB6 porphyrin accumulation, flow cytometry, 1 h; active compounds read low. fluorescence ratio to DMSO, % at 10 µM. actives 0.19% (n = 360,000). AID 602162;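 active = fluorescence ratio to DMSO below 75%, the collection mean minus 3 SD; inconclusive = too few cells collected in the well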;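 also: signal is porphyrin accumulated inside mitochondria; 100% equals median channel fluorescence of DMSO control wells; lower ratio means ABCB6 inhibition with less porphyrin fluorescence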
ABHD5-PLIN5 inh = ABHD5-PLIN5 protein interaction inhibition; AID 602281; actives 0.78% (n = 360,000); inhibition, % at 4 µM; Split G. princeps luciferase complementation, luminescence, 4 h;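 active = inhibition above the mean inhibition across every tested compound plus 3 SD, cut at about 22% in these data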;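 also: 0% = DMSO only wells and the 100% control is not disclosed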
Target sequence (Q00G26 whole entry, looked up): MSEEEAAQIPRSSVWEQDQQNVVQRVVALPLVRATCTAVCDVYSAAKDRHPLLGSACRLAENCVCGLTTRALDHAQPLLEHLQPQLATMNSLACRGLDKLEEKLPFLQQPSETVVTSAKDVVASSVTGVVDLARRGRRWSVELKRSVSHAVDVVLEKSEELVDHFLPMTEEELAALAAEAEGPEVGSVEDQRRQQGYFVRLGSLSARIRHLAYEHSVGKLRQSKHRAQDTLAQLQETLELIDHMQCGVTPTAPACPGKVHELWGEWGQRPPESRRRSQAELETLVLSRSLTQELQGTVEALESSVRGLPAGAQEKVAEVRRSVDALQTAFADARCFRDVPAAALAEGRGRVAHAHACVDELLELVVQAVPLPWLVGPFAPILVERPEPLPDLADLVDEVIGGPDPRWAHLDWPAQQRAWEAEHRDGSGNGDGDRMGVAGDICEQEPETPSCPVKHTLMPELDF
Target sequence (Q8WTS1 whole entry, looked up): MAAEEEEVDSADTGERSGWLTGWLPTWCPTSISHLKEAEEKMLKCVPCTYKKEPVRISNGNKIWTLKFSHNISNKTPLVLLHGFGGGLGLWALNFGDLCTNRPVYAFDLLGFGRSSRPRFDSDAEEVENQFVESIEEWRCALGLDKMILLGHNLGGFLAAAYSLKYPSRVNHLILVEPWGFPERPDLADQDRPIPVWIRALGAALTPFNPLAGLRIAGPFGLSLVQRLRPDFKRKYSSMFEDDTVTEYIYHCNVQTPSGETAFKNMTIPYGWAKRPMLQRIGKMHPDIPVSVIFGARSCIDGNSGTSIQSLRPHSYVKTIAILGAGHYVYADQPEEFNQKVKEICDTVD
N-glyco inh = N-linked glycosylation inhibition. AID 588692. reporter increase, % at 12.5 µM. D54 ERlucT glycosylation luciferase reporter, 24 h; percent of 100 nM tunicamycin response. actives 0.23% (n = 360,000);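 active = mean luciferase reporter signal, scaled so untreated is 0 and the glycosylation-blocking control 100, at or above a set limit in every replicate; inconclusive = mean reaches the limit but not every replicate does; inactive = mean below the limit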;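 also: luciferase carries N-glycosylation sites so blocking glycosylation raises the light; 0% = median of neutral control wells and 100% = median of 100 nM tunicamycin wells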
Vif inh = blocks HIV Vif function | HEK293T cells, Vif self-association by quenched fluorescence, imaging, 24 h | inhibition, % at 7.49 µM | actives 0.35% (n = 340,000) | AID 602346; in the data active = inhibition above about 50%, passing the limit was not always enough; inconclusive = no clear call, values can overlap the other calls; inactive = below about 31%; also: some results filed as inactive read as strong as hits
Granule exo inh = blocks lytic granule exocytosis; TALL-104 LAMP-1 surface exposure, flow cytometry; cells stimulated with thapsigargin and PMA; inhibition, % at 10 µM; actives 0.66% (n = 360,000);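 active = inhibition above about 55%, limit read from the data; inconclusive = no clear call, values can overlap the other calls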
MC4R antag cAMP = blocks human MC4R cAMP signaling; actives 0.48% (n = 360,000); MC4R-expressing cells, MTII-stimulated cAMP, LANCE TR-FRET; inhibition, % at 6.5 µM;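 active = inhibition above its plate's cutoff, the mean of tested wells on that plate plus 3 SD, cut at about 29% in these data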;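 also: 0% = Melanotan II alone and 100% = Melanotan II plus saturating MCL0020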
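material = U2OS cells stably expressing human melanocortin 4 receptor (MC4R) | also added = Melanotan II challenge | dosing = single nominal compound dose of 6.5 µM | detection = TR-FRET with Eu-cAMP and labeled anti-cAMP, 671 nm | replication = singlicate | timing = compound 30 min, challenge 1 h, detection 1 h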
TLR9-MyD88 block = blocks human TLR9 binding to MyD88 | actives 0.21% (n = 340,000) | CHO BLA complementation TLR9-MyD88, CCF4 FRET ratio | inhibition, % at 4.98 µM;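 active = inhibition above the mean over all tested compounds plus 3 SD, cut at about 21% in these data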;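 also: 0% = DMSO only wells and 100% = clavulanate BLA inhibitor control wells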
aDG glyco act = increases alpha dystroglycan glycosylation. Pro5-aDG cells, alpha-DG glycosylation AlphaScreen (IIH6); 0% Pro5, 100% B10-LARGE cell signal. activation, % at 10 µM. actives 0.22% (n = 360,000). AID 624168;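 active = activation of at least 8% versus controls, or a plate z-score of at least 8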;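 also: Pro5 are CHO cells carrying HIG-tagged alpha-DG that lacks glycosylation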
* = called active by the depositor; i = inactive; ? = inconclusive; . = not tested or not shown. This is a subset; count on the stated rates, not on these rows.

SMILES	NOD2 RIPK2 PPI	MC4R ag barr	ABCB6 inh MLPCN	ABHD5-PLIN5 inh	N-glyco inh	Vif inh	Granule exo inh	MC4R antag cAMP	TLR9-MyD88 block	aDG glyco act
CC(=O)N/C(=C\c1ccccc1)C(=O)OCC(=O)c1ccccc1	-2	-3.2	99	4	2	0	0	-7	5	1.7
CC(=O)N1CCC(C(=O)NC2CCCc3c2cnn3-c2cc(F)cc(F)c2)CC1 (configuration not stated)	-14	2.0	97	5	0	.	3	-1	-3	0.2
CCOC(=O)c1c(C)[nH]c(C(=O)COC(=O)c2c(CC)noc2C)c1C	3	-3.0	95	7	1	-10	3	-3	-2	0.3
Cc1ccc2c(c1)c1c(n2CC(O)Cn2c(C)nc3ccccc32)/C(=N\O)CCC1 (configuration not stated)	-5	2.9	101	18	-1	-3	-2	15	-4	0.6
Cc1cc(=O)oc2cc(Nc3ccccc3)ccc12	-4	-2.2	93	-1	-3	8	-1	-8	-9	0.0
O=C(NCC1CCCO1)c1cc(C(=O)C2CC2)c[nH]1 (configuration not stated)	-7	-1.1	103	1	1	7	-1	-4	-8	-0.2
COc1ccc(OC)c(S(=O)(=O)N2CCc3ccccc32)c1	-3	-1.2	94	1	-1	-10	-3	2	0	0.2
NC(=O)CCC(NC(=O)OCc1ccccc1)C(=O)OCC(=O)c1ccccc1 (configuration not stated)	7	-0.8	96	-1	0	.	-5	7	-2	-0.3
CC(C)n1c(Oc2ccc(F)cc2)nc2c1c(=O)n(C)c(=O)n2C	0	-1.7	97	2	-1	1	10	2	-11	0.6
CN(C)c1ccc(NC(=O)c2cc3c(=O)n4ccccc4nc3n2C)cc1	6	0.7	102	5	0	-4	-2	-2	-1	-0.5
O=c1oc2ccccc2cc1-c1nc2ccccc2o1	1	1.9	91	6	-5	-6	-1	0	11	0.0
CNC(=O)CSc1nc2cc(S(=O)(=O)Nc3ccc(OC)cc3)ccc2o1	-14	-3.7	96	-7	-1	-7	-11	-4	-5	-0.2
CCOc1ccc(C(=O)NC2CCN(C(=O)N3CCCC3)CC2)cc1	5	-0.7	103	2	-2	3	-2	9	-6	1.0
CCN1C(=O)[C@H]2[C@@H](c3ccc(C)cc3)N3C(=O)N(c4ccc(C(F)(F)F)cc4)C(=O)[C@@]3(Cc3ccccc3)[C@H]2C1=O	-7	5.2	96	-10	2	18	0	6	0	0.1
CN1CCN(C(=S)NC(=O)/C=C/c2cccs2)CC1	4	0.8	94	1	2	-1	-2	-4	-5	-0.1
O=C(CCc1nnc(Cc2c[nH]c3ccccc23)o1)NC(C1CC1)C1CC1	3	-1.1	102	1	0	-16	0	2	8	-0.1
COc1ccccc1Oc1ccc2c(c1)C(=O)N(CC1CCCO1)C2=O (configuration not stated)	-9	-0.3	97	3	2	-2	-26	5	-5	-0.1
CCn1cc(Br)c(C(=O)Nc2ccc(F)cc2F)n1	-3	0.9	96	-7	0	-15	-2	9	-2	-0.2
CCCCCSc1nnc(-c2cc(Br)ccc2N)c(=O)[nH]1	-4	-1.6	101	2	1	-9	0	2	-1	0.6
C/C(=N\NC(=O)c1ccc(O)cc1)c1ccc2c(c1)OCCO2	-5	-1.1	98	11	-2	-1	2	-1	12	-0.2
Cc1ccc(N(Cc2ccccc2)C(=O)c2cccc(S(=O)(=O)N3CC(C)OC(C)C3)c2)cc1 (configuration not stated)	-10	-0.5	96	3	-6	-15	2	0	3	0.1
Nc1ccc(S(=O)(=O)NC2=NCCCCC2)cc1N	-2	0.8	97	9	2	8	0	-3	10	0.4
Cc1cc(C)c2c(CCl)cc(=O)oc2c1	-6	-1.2	103	1	9	4	0	-20	.	-0.2
CC(=O)c1ccc(Nc2ncnc3ccc(Br)cc23)cc1	-2	5.7	103	-1	-8	-12	-1	10	5	0.3
CC(Oc1ccc(C#N)cc1)C(=O)c1ccc(F)c(F)c1 (configuration not stated)	-1	0.4	99	3	-3	2	0	11	-3	-0.1
CCOc1ccccc1NC(=S)N1CCC(c2nc3ccccc3o2)CC1	-6	0.4	96	1	-1	2	-1	-2	-2	0.1
Cn1c(=O)c2c(O)c(C=NCc3ccccc3)c(=O)n(C)c2n(C)c1=O	-4	0.4	101	-6	0	-2	6	10	.	0.4
Cc1[nH]nc2c1C(c1ccccc1)C1=C(CC(C)(C)CC1=O)N2 (configuration not stated)	i	-2.1	100	i	15	16	2	6	1	-0.3
O=C(COC(=O)Cc1c(Cl)cccc1Cl)NCCC1=CCCCC1	1	-1.0	101	7	0	-4	-2	17	2	0.0
Cc1ccc(N(CC(=O)NC(C)C)C(=O)CCC(=O)Nc2ccccn2)c(C)c1	-15	-2.5	100	5	1	12	7	1	-5	-0.1
O=C(O)COCC(=O)Nc1cc(C(F)(F)F)cc(C(F)(F)F)c1	2	-2.8	103	3	3	12	-1	-3	-3	0.0
O=C(O)c1cc(NS(=O)(=O)c2ccc(F)cc2)cc(NS(=O)(=O)c2ccc(F)cc2)c1	2	0.5	93	-3	1	-1	6	9	0	-0.5
CSc1ncccc1C(=O)N1CCN(S(=O)(=O)c2ccc(F)cc2)CC1	5	-1.8	94	-2	0	-6	0	0	10	0.0
COc1cccc(CCNC(=O)c2cc(COc3ccc(C)c(C)c3)on2)c1OC	-16	-1.3	98	-2	-5	.	-1	2	5	-0.1
COc1ccc(C(=O)OCCN2CCN(C3=NS(=O)(=O)c4ccccc43)CC2)cc1OC	0	-1.3	100	2	0	16	16	2	2	0.4
CCCCOC(=O)/C=C/c1c(C)[nH]c(=O)[nH]c1=O	1	-0.1	103	13	-1	-7	19	-7	-4	-0.3
Brc1ccc(CN2CCN(Cc3c[nH]c4ccccc34)CC2)cc1	-5	-0.8	87	-7	-5	-15	34	3	-3	0.2
COc1ccc(Cc2nnc(NC(=O)CS(=O)(=O)c3ccccc3)s2)cc1OC	4	-2.0	94	4	0	0	-2	13	-12	0.0
COc1ccc(Cl)cc1S(=O)(=O)n1cnc2ccccc21	-3	-0.2	100	-1	0	4	-1	6	0	-0.1
CC1CCC(C#N)(N(C)C(=O)CSc2nnc(C3CC3)n2C2CC2)CC1 (configuration not stated)	6	-1.0	102	-1	3	.	0	6	1	0.0
COc1ccc(S(=O)(=O)N2CCCCCC2)cc1NC(=O)CN1C(=O)NC(C)(c2ccc(C)cc2)C1=O (configuration not stated)	-9	0.9	105	-14	-2	1	20	-8	-6	0.1
CCc1ccc(/C=C(\C#N)C(=O)NC2CCS(=O)(=O)C2)cc1 (configuration not stated)	-9	-0.5	100	14	4	10	-1	-7	-3	0.1
Cc1ccc2oc(C(=O)N(CCO)Cc3ccccc3)c(C)c2c1	-1	-1.0	98	-9	2	9	-5	-2	-9	0.0
N#Cc1ccc(S(=O)(=O)N2CCCCC2c2cc(C(=O)NCc3cccnc3)no2)cc1 (configuration not stated)	9	-1.5	94	4	1	3	-10	-1	.	0.1
CCOc1cc([N+](=O)[O-])cc(/C=C2/NC(=O)N(Cc3ccccc3F)C2=O)c1O	-1	-4.4	97	2	0	1	-1	-4	-4	-0.1
CCCc1cc(=O)[nH]c(Nc2ccc(Cl)cc2)n1	-5	0.6	95	-9	0	2	1	6	2	0.2
O=C(OCn1nnc2ccccc2c1=O)c1ccc(Br)o1	-5	2.1	101	15	0	2	1	-8	-4	0.0
COc1ccc(C(=O)O/N=C(\N)Cc2cccs2)cc1OC	-3	0.7	98	-1	7	-2	2	12	-2	-0.3
COC(=O)c1ccc(C(=O)OC)c(NC(=S)N2CCCCC2C)c1 (configuration not stated)	-11	-3.1	94	-9	1	7	6	2	5	0.0
Cc1onc(-c2c(F)cccc2Cl)c1C(=O)N1CCc2ccccc2C1	2	-2.4	104	0	3	-4	-5	-1	-1	0.2
O=S(=O)(c1ccc(F)cc1)n1ccc(-c2cnc(-c3ccccc3)s2)n1	-2	-1.2	91	-6	0	-4	7	1	-1	-0.1
Cc1ccc(Nc2nc3nonc3nc2N(C)C)cc1	0	-2.2	91	-2	5	25	-4	4	9	-0.3
COc1ccc(N2CC(C(=O)N3CCCC(C)C3)CC2=O)cc1 (configuration not stated)	1	-2.6	102	1	3	-3	12	7	-8	0.1
CCOC(=O)c1cc(-c2ccccc2)n(Cc2cc(CC)no2)n1	7	-0.8	97	3	2	.	3	7	-5	0.2
CN(C)c1ccc(Nc2nc(N)c3ccccc3n2)cc1	0	-1.6	102	8	-20	-2	30	-19	4	-0.3
CC(=O)c1ccc(C(=O)N(CCN(C)C)c2nc3c(Cl)cccc3s2)cc1	-4	0.0	90	3	2	4	2	12	6	0.0
O=C(Nc1ccccn1)c1cc(-n2cnnc2)ccc1Cl	1	-1.3	91	2	0	-1	0	2	5	0.1
C=C1CC2(CC(c3ccccc3)OC(c3ccccc3)C2)OC1=O (configuration not stated)	2	-1.4	97	23*	-8	2	33	34*	-5	-0.1
COC(=O)Cc1c[nH]c2cccc(OCC(O)CN(Cc3ccccc3)C(C)C)c12 (configuration not stated)	-1	-1.5	95	1	-4	?	2	6	-2	0.8
COc1ccc(NS(=O)(=O)c2cccc(C(=O)N3CCN(Cc4cc(OC)ccc4OC)CC3)c2)cc1	-3	-3.3	99	2	0	-4	2	1	0	0.4
(next part)
SMILES	NOD2 RIPK2 PPI	MC4R ag barr	ABCB6 inh MLPCN	ABHD5-PLIN5 inh	N-glyco inh	Vif inh	Granule exo inh	MC4R antag cAMP	TLR9-MyD88 block	aDG glyco act
Cc1ccc(CNC(=O)C2CCCN2S(=O)(=O)c2ccc(F)cc2)cc1 (configuration not stated)	-18	-0.6	98	2	-1	1	-1	1	0	-0.1
O=[N+]([O-])c1cccc(C(=S)N2CCN(c3ccc(F)cc3)CC2)c1	-6	-1.2	111	-5	-2	.	-1	-9	-1	-0.2
COc1ccc(Oc2cc(NN3CCCCC3)c([N+](=O)[O-])cc2[N+](=O)[O-])cc1OC	-6	-1.0	96	-5	-3	10	-6	11	-11	0.2
O=[N+]([O-])c1ccc(-c2cn3ccccc3n2)cc1	7	1.2	98	0	-6	6	-2	4	.	-0.2
COc1ccc(NC(=S)NCc2ccc(S(N)(=O)=O)cc2)c(OC)c1	-11	-1.1	103	3	3	4	5	10	-3	-0.1
